Source: PubChem (NMMLSC)
QS inhibitor: blocks AIP-induced quorum sensing reporter in S. aureus | S. aureus RN6390 RNAIII-GFP reporter, flow cytometry 3 h | inhibition, % at 2 µM | actives 0.3% (n = 24,000) | AID 527;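 active = share of bacteria positive for the green fluorescent reporter and its mean brightness both inhibited by 50% or more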;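 also: 0% = AIP-stimulated control and 100% = unstimulated bacteria without AIP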
QS inhibitor GFP MFI %: second read-out of QS inhibitor, no call of its own (marks repeat the call); inhibition, %; measured here: inhibition of GFP MFI
An asterisk follows results filed as active. Only part of the results is shown; the hit share may differ from the screen's.

Sample of the layout (14 entries):
1	O=C(CSc1nnc(Cn2c(=O)sc3ccccc32)n1-c1ccccc1)N1CCCC1
2	Cc1c(NC(=O)c2ccc(N3C(=O)C4C5C=CC(C5)C4C3=O)cc2)c(=O)n(-c2ccccc2)n1C (stereo not drawn)
3	CCOC(=O)c1[nH]c2ccccc2c1NC(=O)CCN1CCN(C(=O)OCC)CC1
4	CCc1nnc(SCC(=O)NC2CCCCC2)nc1CC
5	Cc1ccccc1N1OC2C(=O)N(c3ccc(F)cc3)C(=O)C2C1c1ccccn1 (stereo not drawn)
6	Cc1ccc(C(c2sc3nc(C)nn3c2O)N2CCN(c3ccccc3)CC2)cc1 (stereo not drawn)
7	O=C(NCc1ccccn1)Nc1ccc2c(c1)OCO2
8	COc1ccc(Cn2c(CCC(=O)Nc3ccc(CC#N)cc3)nc3cccnc32)cc1

compound no. | 1 | 2 | 3 | 4 | 5 | 6 | 7 | 8
QS inhibitor | 0 | 2 | -1 | -2 | -1 | 4 | -4 | -1
QS inhibitor GFP MFI % | 1 | 13 | -2 | -11 | -4 | 11 | -4 | -9

9	CCN(CC)CC#CCOC(=O)C(O)(c1ccccc1)C1CCCCC1 (stereo not drawn)
10	COc1ccccc1CN1C(=O)C2CC=CCC2C1=O (stereo not drawn)
11	NC(=O)CSc1nnc(Cn2c(=O)sc3ccccc32)n1-c1ccccc1
12	Cn1cnnc1SCC(=O)Nc1ccccc1Sc1ccccc1
13	CCOC(=O)c1sc(=NC(=O)c2ccc(S(=O)(=O)N3CCOCC3)cc2)n(C)c1C
14	Cc1cc(NC(=O)C2CCCN(S(=O)(=O)c3c(C)noc3C)C2)n[nH]1 (stereo not drawn)

compound no. | 9 | 10 | 11 | 12 | 13 | 14
QS inhibitor | 1 | -1 | 0 | 0 | -9 | -3
QS inhibitor GFP MFI % | 6 | -16 | 4 | 8 | -23 | -19

All compounds of this part (from the top)
1	O=C(CSc1nnc(Cn2c(=O)sc3ccccc32)n1-c1ccccc1)N1CCCC1
2	Cc1c(NC(=O)c2ccc(N3C(=O)C4C5C=CC(C5)C4C3=O)cc2)c(=O)n(-c2ccccc2)n1C (stereo not drawn)
3	CCOC(=O)c1[nH]c2ccccc2c1NC(=O)CCN1CCN(C(=O)OCC)CC1
4	CCc1nnc(SCC(=O)NC2CCCCC2)nc1CC
5	Cc1ccccc1N1OC2C(=O)N(c3ccc(F)cc3)C(=O)C2C1c1ccccn1 (stereo not drawn)
6	Cc1ccc(C(c2sc3nc(C)nn3c2O)N2CCN(c3ccccc3)CC2)cc1 (stereo not drawn)

compound no. | 1 | 2 | 3 | 4 | 5 | 6
QS inhibitor | 0 | 2 | -1 | -2 | -1 | 4
QS inhibitor GFP MFI % | 1 | 13 | -2 | -11 | -4 | 11

7	O=C(NCc1ccccn1)Nc1ccc2c(c1)OCO2
8	COc1ccc(Cn2c(CCC(=O)Nc3ccc(CC#N)cc3)nc3cccnc32)cc1
9	CCN(CC)CC#CCOC(=O)C(O)(c1ccccc1)C1CCCCC1 (stereo not drawn)
10	COc1ccccc1CN1C(=O)C2CC=CCC2C1=O (stereo not drawn)
11	NC(=O)CSc1nnc(Cn2c(=O)sc3ccccc32)n1-c1ccccc1
12	Cn1cnnc1SCC(=O)Nc1ccccc1Sc1ccccc1

compound no. | 7 | 8 | 9 | 10 | 11 | 12
QS inhibitor | -4 | -1 | 1 | -1 | 0 | 0
QS inhibitor GFP MFI % | -4 | -9 | 6 | -16 | 4 | 8

13	CCOC(=O)c1sc(=NC(=O)c2ccc(S(=O)(=O)N3CCOCC3)cc2)n(C)c1C
14	Cc1cc(NC(=O)C2CCCN(S(=O)(=O)c3c(C)noc3C)C2)n[nH]1 (stereo not drawn)
15	CCCCOC(=O)C1=C(C)Nc2ncnn2C1c1ccc(OC)c(OC)c1 (stereo not drawn)
16	COc1ccc(NC(=O)CCc2nc(-c3ccc(C)cc3)no2)c(OC)c1
17	COc1cccc(C2=NC(C)(C)NC(c3ccccc3O)C2)c1 (stereo not drawn)
18	Cc1ccccc1-c1nc(CN2CCC(C(=O)NCCCN3CCOCC3)CC2)c(C)o1

compound no. | 13 | 14 | 15 | 16 | 17 | 18
QS inhibitor | -9 | -3 | -6 | 2 | -3 | 1
QS inhibitor GFP MFI % | -23 | -19 | -26 | 10 | -6 | 7

19	Cc1ccc(C2CC(c3ccc(C)cc3)n3nc(N)nc3N2)cc1 (stereo not drawn)
20	Cc1cc(C)n(-c2nc3c(c(=O)[nH]c(=O)n3C)n2Cc2ccc(F)cc2)n1
21	CCOC(=O)Cc1csc(NC(=O)c2cnc3scc(C)n3c2=O)n1
22	Cc1[nH]c(=O)[nH]c(=O)c1S(=O)(=O)N1CCCC(C(=O)NCCc2ccccc2)C1 (stereo not drawn)
23	Cc1ccc2c(c1)[C@H]1OCC[C@H]1[C@@H](c1ccncc1)N2
24	CC1(C(=O)CSc2nc3ccccc3s2)CCC(=O)O1 (stereo not drawn)

compound no. | 19 | 20 | 21 | 22 | 23 | 24
QS inhibitor | -2 | 0 | 1 | -1 | -4 | 0
QS inhibitor GFP MFI % | -7 | 20 | 13 | 15 | -18 | 10

25	Cc1occc1C(=O)Nc1cccnc1
26	O=C(Nc1ccc(Cl)cc1)N(Cc1cccnc1)Cc1ccco1
27	CC(=NCC1CCNCC1)C1=C(O)CC(C)(C)CC1=O
28	CC(C(=O)N1CCOCC1)N1c2cccc3cccc(c23)S1(=O)=O (stereo not drawn)
29	CCSc1nnc(NC(=O)CSc2ncccn2)s1
30	CCn1c2c(c3cc(Cl)ccc31)CCCC2=O

compound no. | 25 | 26 | 27 | 28 | 29 | 30
QS inhibitor | 0 | 1 | -2 | 0 | -2 | 0
QS inhibitor GFP MFI % | -1 | 14 | 5 | -3 | -23 | -2

31	O=C(CCSc1nc(-c2ccco2)cc(C(F)(F)F)n1)Nc1ccc2c(c1)OCO2
32	COc1cccc(CNC(=O)C2CCN(c3cnccn3)CC2)c1
33	COc1ccc(-c2noc(CCC(=O)N3CCN(c4cccc(C(F)(F)F)c4)CC3)n2)cc1
34	O=C(O)c1ccccc1Nc1cccc(C(F)(F)F)c1
35	CC(C)Oc1ccc(C2CC(=O)NC3=C2C(=O)CCC3)cc1 (stereo not drawn)
36	Cn1nc(-c2ccc(Cl)cc2)c2cc(C(=O)NC3CC3)sc21

compound no. | 31 | 32 | 33 | 34 | 35 | 36
QS inhibitor | 2 | -2 | 0 | 40 | 0 | -3
QS inhibitor GFP MFI % | 25 | -16 | 3 | 81 | 7 | 5

37	O=C(NC1CCCCC1)c1cc2nc(-c3ccco3)cc(C(F)(F)F)n2n1
38	CCOCCCNC(=O)C1CC(=O)N(C2CCCC2)C1 (stereo not drawn)
39	Cc1ccc(-c2cc(C(=O)O)n[nH]2)o1
40	COc1cc(CN2CCSCC2)cc(OC)c1OC
41	Cc1nnc(SCc2ccccc2F)n1NCc1cccs1
42	Cn1c(=O)c2c(nc(SCC(=O)NC3CCCCC3)n2C)n(C)c1=O

compound no. | 37 | 38 | 39 | 40 | 41 | 42
QS inhibitor | -1 | 0 | 0 | -1 | -3 | -5
QS inhibitor GFP MFI % | 12 | 6 | 5 | 0 | 4 | -4

43	O=c1oc2ccccc2c(N2CCCCC2)c1CN1CCCCC1
44	O=C(c1ccccc1Br)N1CCN(c2ccccc2)CC1
45	CCCN(c1nc(C)cc(OC)n1)S(=O)(=O)c1ccccc1
46	CCOC(=O)N1CCN(C(=O)C2CC(c3cc(OC)ccc3OC)=NO2)CC1 (stereo not drawn)
47	COc1cccc(C2=NOC(C(=O)NC(C)(C)C)C2)c1 (stereo not drawn)
48	CC(=O)c1ccc(N2CCN(C(=O)C3CCCN(S(=O)(=O)c4cnc[nH]4)C3)CC2)cc1 (stereo not drawn)

compound no. | 43 | 44 | 45 | 46 | 47 | 48
QS inhibitor | 0 | -1 | -12 | -1 | -2 | 1
QS inhibitor GFP MFI % | 7 | 0 | -20 | -17 | -2 | -3

49	CC(C)OC(=O)CSc1nnc(-c2cccnc2)n1Cc1ccccc1
50	O=C(CSc1nnc(Cc2cc(=O)[nH]c(=O)[nH]2)n1-c1ccc(Cl)cc1)NCC1CCCO1 (stereo not drawn)
51	CCOC(=O)N1CCC(NC(=O)c2cccc3c2C(=O)N(CCOC)C3)CC1
52	CC(=O)C1C(c2cccc(F)c2)NC(=O)NC1(O)C(F)(F)F (stereo not drawn)
53	COc1cccc(N(C(=O)c2ccn[nH]2)C2(C(=O)Nc3c(C)cccc3C)CCCCC2)c1
54	O=C1NC(c2ccco2)Nc2ccccc21 (stereo not drawn)

compound no. | 49 | 50 | 51 | 52 | 53 | 54
QS inhibitor | -7 | -1 | 0 | -11 | 6 | 1
QS inhibitor GFP MFI % | -12 | 3 | -2 | -25 | -8 | -13

55	Cc1c(C(=O)OCCOC(C)C)[nH]c2c1C(=O)CC(C)(C)C2
56	COc1ccccc1NC(=O)CN1CCN(c2ccc(Cl)cc2)CC1
57	CCN(CC)CCNC(=O)Cc1c(C(=O)O)n(CC)c2ccccc12
58	Cc1cc(C)cc(N(CC(=O)NC2CCC(C)CC2)S(=O)(=O)c2c(C)noc2C)c1 (stereo not drawn)
59	OC(CCN1CCCCC1)(c1ccccc1)C1CCCCC1 (stereo not drawn)
60	COc1ccc(NC(=O)N2CCC(O)(c3cccnc3)CC2)c(OC)c1

compound no. | 55 | 56 | 57 | 58 | 59 | 60
QS inhibitor | 2 | 5 | -2 | 0 | -2 | -1
QS inhibitor GFP MFI % | 12 | 27 | 5 | 0 | 6 | -22

61	O=C1c2ccccc2C(=O)N1CCCc1nc(-c2ccc(Cl)cc2)no1
62	Cc1ccc2[nH]c(C)c(CN(C)C3CCN(C)CC3)c(=O)c2c1
63	COC(=O)C1=C(C(=O)c2ccccc2)C(c2cccs2)n2nnnc2N1 (stereo not drawn)
64	CC(=O)c1c(C)[nH]c(C(=O)Nc2c(C)n(C)n(-c3ccccc3)c2=O)c1C
65	CCOC(=O)C1C2C=CC3(CN(Cc4ccco4)C(=O)C13)O2 (stereo not drawn)
66	CC(=O)Nc1cc(NC(C)=O)cc(C(=O)NC(C)(C)C)c1

compound no. | 61 | 62 | 63 | 64 | 65 | 66
QS inhibitor | 9 | -1 | 0 | 0 | -2 | -4
QS inhibitor GFP MFI % | 23 | -30 | 3 | 0 | -1 | 6

67	COC(=O)c1cc(=O)[nH]c(SCc2cccc(C)c2)n1
68	O=C(NCc1ccccc1Cl)C1CCN(S(=O)(=O)N2CCCCCC2)CC1
69	C=CCn1cc(C(=O)NCCCOC)c(=O)c2cc(S(=O)(=O)N(CC)CC)ccc21
70	CCCCCn1c(CNC(=O)c2cccs2)nc2ccccc21
71	CCC(C)(NC(=O)CNC(C)=O)C(=O)NC1CCCCC1 (stereo not drawn)
72	CCN(CC)c1cc2nonc2c2nonc12

compound no. | 67 | 68 | 69 | 70 | 71 | 72
QS inhibitor | 0 | -1 | -5 | -15 | 0 | -2
QS inhibitor GFP MFI % | -1 | 2 | -39 | -26 | 0 | -1

73	N=c1c(S(=O)(=O)c2ccc(Cl)cc2)cc2c(=O)n3ccccc3nc2n1CCN1CCOCC1
74	CCCN1CCN(CCCNC(=O)Cn2nc(-c3ccccc3)ccc2=O)CC1
75	COc1ccc(Cl)cc1S(=O)(=O)N1CCN(CC(=O)C(C)(C)C)CC1
76	COc1ccc(C(=O)NCC(=O)NC2=NCCS2)cc1
77	O=C(CCS(=O)(=O)c1cccs1)N1CCCC1
78	CN(C)C(=O)N1CCC(C(=O)NCC2CCCO2)CC1 (stereo not drawn)

compound no. | 73 | 74 | 75 | 76 | 77 | 78
QS inhibitor | 14 | -3 | -3 | -1 | -2 | 1
QS inhibitor GFP MFI % | 22 | 2 | -9 | -4 | 8 | 2

79	O=C(CN1CCN(Cc2ccccc2F)C1=O)NCc1cccnc1
80	CCOC(=O)CCc1c(C)nc2cc(-c3ccc(F)cc3)[nH]n2c1=O
81	O=C1CCCN1CCCNc1ncnc2c1[nH]c1ccc(Cl)cc12
82	O=C1C2C3C=CC(C3)C2C(=O)N1CNc1ccc(O)cc1 (stereo not drawn)
83	c1ccc(-n2cnc3cc(NCc4ccccn4)ccc32)cc1
84	COc1ccc(-c2nnc(SCC(=O)N3CCCCC3)o2)cc1OC

compound no. | 79 | 80 | 81 | 82 | 83 | 84
QS inhibitor | 0 | -1 | 1 | 0 | 5 | 0
QS inhibitor GFP MFI % | -2 | 4 | 5 | 9 | 10 | 7

85	Cc1nnc(SCc2nc3ccccc3s2)n1-c1ccccc1
86	COc1ccc(-c2cn3cccnc3n2)cc1NC(=O)c1ccc(Br)o1
87	CCn1c(N)c(C(=O)NCC2CCCO2)sc1=S (stereo not drawn)
88	Cn1c(Cn2c(=O)sc3ccccc32)nnc1SCC(=O)N1CCCC1
89	CC(=O)N1c2ccccc2NC2=C(C(=O)CCC2)C1c1ccc(F)cc1 (stereo not drawn)
90	COc1ccc(N(CC(=O)Nc2cc(C)ccc2C)S(=O)(=O)c2c(C)nn(C)c2C)cc1

compound no. | 85 | 86 | 87 | 88 | 89 | 90
QS inhibitor | 2 | 0 | 0 | 8 | -4 | 11
QS inhibitor GFP MFI % | 9 | -4 | -5 | 50 | 0 | 18

91	CCc1ccccc1NC(=O)COC(=O)C1CC(=O)N(c2ccc(F)cc2)C1 (stereo not drawn)
92	COC(=O)c1ccc(CSc2ccccc2C)o1
93	O=C(Cn1nc(Cc2cccnc2)c2ccccc2c1=O)NCc1ccc2c(c1)OCO2
94	CCC(C)COC(=O)c1ccc(C(=O)O)cc1 (stereo not drawn)
95	CCOC(=O)C1=C(CSc2nc(C)cc(C)c2C#N)OC(N)=C(C#N)C1c1cccs1 (stereo not drawn)
96	CC1=C(C(=O)Nc2cccnc2)C(c2cccnc2)n2nc(-c3cccs3)nc2N1 (stereo not drawn)

compound no. | 91 | 92 | 93 | 94 | 95 | 96
QS inhibitor | -3 | 0 | 2 | 0 | -1 | -4
QS inhibitor GFP MFI % | -30 | 3 | 7 | 9 | -23 | -29

97	CCCN(CCC)CCCNC(=O)c1cc2cc3ccc(OC)cc3nc2o1
98	COC(=O)c1[nH]c2c(c1C)C(=O)CCC2
99	CC(CCc1ccccc1)NC(=O)C1CCN(S(=O)(=O)c2cnc[nH]2)CC1 (stereo not drawn)
100	COC(=O)Cc1csc(N)n1

compound no. | 97 | 98 | 99 | 100
QS inhibitor | 0 | -3 | 2 | -1
QS inhibitor GFP MFI % | 3 | -5 | 23 | -1
